CXCR6 block: CXCR6 receptor inhibitors, primary screen, cell-based, beta-arrestin, luminescence, CHO-K1 PathHunter, 1536-well | C-X-C chemokine receptor type 6 (Homo sapiens), O00574 | inhibition, % at 20 µM | actives 0.36% (n = 360,000); in the data active = inhibition above about 34%, passing the limit was not always enough;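 note: antagonist mode with CXCL16 agonist at 10 nM final; 0% = 10 nM CXCL16 with DMSO and 100% = unstimulated wells without agonist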
EBI2 block: EBI2 receptor antagonists, beta-arrestin recruitment, primary screen, cell-based, luminescence, 7a,25-OHC stimulation, uHTS; AID 651636, 2012; actives 0.81% (n = 360,000); inhibition, % at 5 µM; 7a,25-OHC stimulated; in the data active = inhibition above about 38%;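 note: enzyme fragment complementation signal reports receptor beta-arrestin coupling in cells; 0% = agonist plus DMSO wells and 100% = wells without agonist; some results beyond the cut were filed as inactive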
Target sequence (P32249 whole entry, looked up, the tested form may be a part): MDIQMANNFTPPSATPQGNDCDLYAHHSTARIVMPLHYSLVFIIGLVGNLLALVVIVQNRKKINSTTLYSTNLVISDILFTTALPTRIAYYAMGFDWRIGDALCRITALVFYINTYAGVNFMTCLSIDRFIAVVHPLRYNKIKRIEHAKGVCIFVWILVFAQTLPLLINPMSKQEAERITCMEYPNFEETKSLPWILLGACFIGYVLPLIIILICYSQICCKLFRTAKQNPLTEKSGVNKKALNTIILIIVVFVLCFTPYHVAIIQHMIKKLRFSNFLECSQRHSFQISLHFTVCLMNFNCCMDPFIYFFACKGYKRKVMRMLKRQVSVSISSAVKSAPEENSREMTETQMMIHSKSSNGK
APOBEC3G inh: APOBEC3G DNA deaminase inhibitors, primary screen, biochemical, fluorescence, single-stranded DNA substrate, uHTS; DNA dC->dU-editing enzyme APOBEC-3G (Homo sapiens), Q9HC16; recombinant A3G, ssDNA deamination FAM/TAMRA fluorescence; inhibition, % at 20 µM; actives 0.28% (n = 330,000);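 active = inhibition of at least 40% at 20 µM, with no more than 30% in the related APOBEC3A deaminase screen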;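 note: plate controls were DMSO wells with A3G for no effect and wells lacking A3G enzyme for full effect; some compounds called inactive have numbers as strong as hits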
CCR6 antag: CCR6 receptor antagonists, primary screen, cell-based, CHO-K1, luminescence, beta-arrestin, uHTS; C-C chemokine receptor type 6 (Homo sapiens), P51684; CHO-K1 CCR6 PathHunter beta-arrestin, CCL20-stimulated; inhibition, % at 20 µM; actives 0.49% (n = 340,000); AID 493098, 2011;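 active = compounds whose inhibition of the agonist-driven luminescence signal at 20 µM reaches about 50%, limit read from the data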;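 note: cells stimulated with CCL20 at 14 nM final; plate controls were DMSO with CCL20 for no effect and DMSO without agonist for full effect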
Target sequence (P51684 whole entry, looked up): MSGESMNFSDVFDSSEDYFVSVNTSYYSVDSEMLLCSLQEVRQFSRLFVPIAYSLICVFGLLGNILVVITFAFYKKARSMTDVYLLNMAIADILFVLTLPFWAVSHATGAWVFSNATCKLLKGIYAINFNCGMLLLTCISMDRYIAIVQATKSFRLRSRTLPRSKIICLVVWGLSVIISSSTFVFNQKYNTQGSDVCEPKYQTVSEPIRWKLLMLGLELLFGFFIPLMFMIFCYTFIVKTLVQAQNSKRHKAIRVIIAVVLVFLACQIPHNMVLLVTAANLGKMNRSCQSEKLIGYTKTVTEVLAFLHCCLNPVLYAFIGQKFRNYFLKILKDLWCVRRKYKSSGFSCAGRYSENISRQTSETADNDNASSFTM
APOBEC3A inh: APOBEC3A ssDNA deaminase inhibitors, primary screen, selectivity assay for APOBEC3G inhibitor project, biochemical, FAM/TAMRA oligo cleavage fluorescence. DNA dC->dU-editing enzyme APOBEC-3A (Homo sapiens), P31941. recombinant A3A, FAM/TAMRA ssDNA deamination fluorescence. inhibition, % at 20 µM. actives 0.41% (n = 330,000). AID 493011, 2011;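 active = at least 40% inhibition at 20 µM here, with at most 30% in a related deaminase screen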;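 note: plate controls were A3A with DMSO for no effect and wells lacking A3A enzyme for full effect; some results filed as inactive read as strong as hits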
Target sequence (P31941 whole entry, looked up): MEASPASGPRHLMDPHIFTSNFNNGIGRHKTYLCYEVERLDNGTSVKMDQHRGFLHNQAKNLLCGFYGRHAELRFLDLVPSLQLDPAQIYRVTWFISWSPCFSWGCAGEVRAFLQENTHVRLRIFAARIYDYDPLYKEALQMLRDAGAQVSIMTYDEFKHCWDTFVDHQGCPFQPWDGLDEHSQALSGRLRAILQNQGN
NR3A LBD binder: binders of NR3A ligand-binding domain, primary screen, biophysical, differential scanning fluorimetry, uHTS; Glutamate receptor ionotropic, NMDA 3A (GRIN3A) ligand-binding domain; NR3A LBD differential scanning fluorimetry, Tm shift; 0% = protein alone, 100% = glycine-bound protein; Tm shift relative to glycine control, % at 25 µM; actives 2.5% (n = 340,000); AID 1259313, 2017;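 active = melting temperature shift of at least 10% of the positive control shift, at one fixed dose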
MPTP inh: mitochondrial permeability transition pore inhibitors, primary screen, biochemical, isolated mouse mitochondria, absorbance; inhibition, % at 10 µM; Ca2+ swelling absorbance, 30 min; actives 1.4% (n = 360,000);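 active = inhibition of 50% or more, scaled per plate between neutral and stimulator controls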;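 note: 0% = DMSO wells given calcium and 100% = 1 mM EGTA wells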
Gli-Sufu block: Gli-Sufu pathway antagonists, primary screen, luciferase luminescence, Sufu-KO-LIGHT cells, uHTS; Sufu-KO-LIGHT fibroblasts, Gli luciferase reporter luminescence; inhibition, % at 5 µM; actives 0.74% (n = 340,000); AID 588413, 2011;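 active = inhibition above about 55%, limit read from the data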;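 note: 0% = DMSO-treated cells and 100% = wells with medium but no cells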
* marks the source's active call; other numbers are inactive results; . = not tested or not shown.

Compound | MPTP inh | Gli-Sufu block | EBI2 block | APOBEC3A inh | CCR6 antag | CXCR6 block | APOBEC3G inh | NR3A LBD binder
COc1cc(/C=C(\C#N)c2[nH]nc(N)c2C#N)cc(OC)c1O | 0.2 | 11 | 5 | 3 | 20 | 16 | -1 | -1
COC(=O)c1cc2oc(C)cc2n1CC(=O)N(C)c1ccccc1 | 0.1 | 1 | 12 | -2 | 3 | 8 | -6 | 11*
COc1ccc(-c2c(C#N)c(N)nc3c2c(=O)n(C)c(=O)n3C)cc1 | -2.0 | 0 | 4 | -1 | 12 | 1 | -6 | -1
CCc1ccc(N(CC(=O)O)S(=O)(=O)c2c(C)noc2C)cc1 | 0.3 | -3 | -6 | 1 | 8 | -1 | 1 | 0
Cc1ccc(OCc2nnc(SCC(=O)c3ccccc3)n2-c2ccccc2)cc1 | 2.6 | -1 | 14 | -1 | 7 | 11 | -8 | -1
COC(=O)c1ccc(OCC2c3cc(OC)c(OC)cc3CCN2C(=O)c2ccco2)cc1 (centres undefined) | -0.4 | 6 | -17 | 2 | -13 | -3 | -5 | 0
O=C(CC1CCCCC1)Nc1ncn[nH]1 | 16 | -10 | -6 | -3 | -16 | -7 | -4 | 0
Cc1ccc(S(=O)(=O)N[C@H](C(=O)OCn2nnc3ccccc3c2=O)C(C)C)cc1 | 13 | -48 | 5 | -2 | -10 | -9 | -6 | -1
Cc1ccc(-n2ncc3c2CCCC3NC(=O)CCCN2CCCCC2=O)cc1C (centres undefined) | -1.2 | 0 | -9 | -9 | -6 | -2 | -8 | 0
Cc1ccc(C)c(N(CC(=O)NCc2ccc3c(c2)OCO3)C(=O)CCC(=O)Nc2ccccn2)c1 | 0.3 | 8 | 8 | -6 | 17 | -14 | -2 | -3
N#CC1=C(N)SC2(CCCCC2)SC1c1ccccc1 (centres undefined) | -1.7 | 0 | -7 | -1 | 26 | 2 | -2 | -4
CSc1ccc(/C=N/NC(=O)CN2CCN(Cc3ccc(C)cc3)CC2)cc1 | 0.7 | 5 | 45* | -2 | 7 | -8 | -2 | -1
NC(=S)N/N=C/c1ccc(C23CC4CC(CC(C4)C2)C3)cc1 | . | 41 | . | -2 | 66* | . | -8 | 10*
CC(C)(C)OC(=O)N(Cc1ccccc1)Cc1ccccc1OCc1ccc(NC(=O)C2CCC2)cc1 | 0.2 | -92 | 1 | . | 5 | 8 | . | 0
O=C(O)CCC(=O)NCCc1cccc(Cl)c1 | -0.5 | -12 | -7 | 2 | 3 | 6 | -3 | -1
Clc1ccccc1-c1nc(N/N=C/c2cccnc2)c2ccccc2n1 | -4.0 | -11 | -5 | -1 | -2 | 8 | -2 | 0
COc1ccc2c(c1)c(=O)c(C(=O)c1ccc(Cl)cc1)cn2CC(=O)Nc1ccc(F)cc1 | 0.2 | 13 | 3 | -5 | 7 | 0 | -12 | -1
Cc1ccccc1OCCC(=O)OCC(=O)Nc1c(F)cccc1F | -1.5 | -6 | -26 | -4 | 3 | -8 | -10 | -2
Cc1ccc(-n2ccnc2SCC(=O)N(CC(C)C)C2CCS(=O)(=O)C2)c(C)c1 (centres undefined) | 0.6 | 4 | 1 | 5 | 13 | 7 | 1 | 0
O=C(CN1CCOCC1)Nc1nc2ccc(Br)cc2s1 | 0.7 | -15 | -6 | 6 | -2 | 7 | 2 | 3
CCOc1ccc(C)cc1S(=O)(=O)NC1CCCCCC1 | 0.9 | 9 | -5 | 0 | 6 | -4 | -2 | -1
CSCCC(NS(=O)(=O)c1cc(C(=O)O)ccc1Cl)C(=O)O (centres undefined) | -3.1 | -5 | 1 | 0 | 0 | -5 | -6 | -1
CCOc1ccc(NC(=O)CCc2ccc(C)o2)cc1 | 0.3 | -17 | 9 | -6 | 5 | -1 | -7 | 4
COc1cc(NC(=O)COC(=O)/C=C/c2c(C)nn(C3CCS(=O)(=O)C3)c2Cl)cc(OC)c1OC (centres undefined) | -1.0 | 12 | -1 | 3 | 5 | 9 | -5 | 3
CCOC(=O)c1cc2c(ccn2C)n1CC(=O)N1CCC(Cc2ccccc2)CC1 | 1.2 | 1 | 10 | -4 | 3 | 7 | -9 | -1
COc1cccc(-c2nc(CS(=O)(=O)CC(=O)Nc3ccc(F)cc3F)c(C)o2)c1 | -0.4 | 4 | 2 | -3 | -3 | 9 | 4 | -3
CCOC(=O)C1CCCN(c2c(NCCCN(C)c3ccccc3)c(=O)c2=O)C1 (centres undefined) | -2.2 | 7 | -15 | 2 | 2 | -6 | 1 | 3
COc1ccc(C)cc1NC(=O)CCC(=O)Nc1nnc(C2CCCCC2)s1 | -1.7 | -10 | -8 | -4 | 7 | -4 | -6 | -3
O=C(/C=C/c1ccco1)Oc1ccc(C(=S)N2CCOCC2)cc1 | -0.6 | -1 | -2 | 0 | 1 | 5 | -1 | -3
Cc1ccc(NC(=O)c2ccc(Cl)cc2[N+](=O)[O-])nc1 | -1.1 | -12 | 3 | -2 | 3 | -20 | -5 | -3
O=S(=O)(c1ccc2ccccc2c1)N1CCCCC1 | 2.5 | 5 | -4 | 6 | 9 | 6 | -2 | -2
Cc1ccc(CNC(=O)Nc2ccccc2)c(C)c1 | -0.9 | -60 | 8 | 1 | 6 | 1 | -2 | 0
CCOc1ccc(N2CC(C(=O)N3CCCc4ccccc43)CC2=O)cc1 (centres undefined) | 0.3 | -16 | 14 | -2 | 4 | 3 | 8 | 1
CCCn1c(=O)c(C(=O)NCc2ccc(OC)c(OC)c2)c(O)c2ccccc21 | 1.4 | 8 | -6 | -1 | 10 | 3 | -4 | 3
Cc1c(CCOC(=O)c2cc([N+](=O)[O-])cc([N+](=O)[O-])c2)sc[n+]1CCCCS(=O)(=O)[O-] | -0.6 | -10 | 4 | 0 | -22 | -14 | -4 | -1
CCSc1nnc(NC(=O)[C@H](C)NC(=O)c2ccccc2Cl)s1 | 1.7 | 17 | -13 | -1 | -12 | 0 | -11 | 1
CCCCn1nnnc1NCc1cc(OC)c(OC)cc1OC | 1.6 | 1 | -15 | -1 | -5 | 4 | -8 | 1
Cc1cc(C)c2[nH]c(=O)c(CN(Cc3cccnc3)C(=S)NCCCN(C)C)cc2c1 | 0.2 | 1 | -4 | -2 | 4 | -3 | -4 | 1
CCNC(=S)N/N=C/c1ccc(-c2ccccc2)o1 | -0.6 | -11 | 10 | 1 | 13 | 15 | -2 | -3
CC1(C)CC(=O)C(C(c2cc([N+](=O)[O-])ccc2Cl)C2C(=O)CC(C)(C)CC2=O)C(=O)C1 | 5.7 | -3 | 5 | 1 | 14 | 7 | 8 | -1
CCC(C)[C@H](NC(=O)C1CC(=O)N(c2ccc3c(c2)OCO3)C1)C(=O)NC1CCCCC1 (some centres undefined) | -0.5 | 1 | -12 | -2 | 8 | 0 | -8 | 2
CON(C)c1nc(OCCNC(=O)COc2ccc(Cl)cc2C)nc(N(C)C)n1 | 0.5 | 1 | 33 | 2 | -7 | -16 | -3 | -6
O=C(CCc1ccccc1Cl)NC1CCCN(c2ccc(C(F)(F)F)cn2)C1 (centres undefined) | -0.1 | 20 | -3 | 13 | 11 | 1 | -3 | -11
Cc1c(NC(=O)c2ccccc2NC(=O)COc2ccccc2)cccc1C(=O)O | 0.9 | 5 | 0 | 1 | 3 | -13 | -1 | 2
O=C(Nc1ccc2c(c1)OCCO2)c1ccc(S(=O)(=O)N2CCCCC2)cc1 | 3.0 | 2 | 18 | -1 | -10 | 5 | -8 | -3
O=C(CCN1C(=O)/C(=C/c2ccccc2Cl)SC1=S)NCCc1ccc(O)cc1 | -0.3 | -1 | 6 | -3 | 2 | -6 | -5 | 6
COc1ccc(-c2nc(CSCC(=O)N3CCN(c4cccc(C)c4)C(C)C3)c(C)o2)cc1OC (centres undefined) | 0.1 | 8 | 6 | 0 | 21 | 4 | -6 | -3
CC1CC(C)CN(C(=O)CSc2ncnc3sccc23)C1 (centres undefined) | -0.6 | -5 | 9 | 0 | 9 | 6 | -11 | -1
COCCn1c(SCC(=O)c2ccccc2)nc2ccccc2c1=O | -2.4 | 4 | 24 | -2 | 12 | -3 | -8 | -1
COC(=O)c1cc(C(=O)Nc2nnc(CC(C)(C)C)s2)cc([N+](=O)[O-])c1 | 7.7 | -10 | -8 | 2 | 15 | 5 | -1 | -7
CCOc1ccccc1N(C(=O)c1snc(C(N)=O)c1N)C(C(=O)NC1CCCC1)c1cccs1 (centres undefined) | 3.1 | 1 | 11 | -3 | 13 | 0 | -7 | -2
CCOc1ccc2c(c1)[nH]c(=S)n2C | -0.8 | 6 | -1 | -9 | -9 | -15 | 35 | 0

Ordered by value in NR3A LBD binder (smallest number first): six from the list above.
Structure	NR3A LBD binder
O=C(CCc1ccccc1Cl)NC1CCCN(c2ccc(C(F)(F)F)cn2)C1 (centres undefined)	-11
O=C(Nc1ccc2c(c1)OCCO2)c1ccc(S(=O)(=O)N2CCCCC2)cc1	-3
O=S(=O)(c1ccc2ccccc2c1)N1CCCCC1	-2
Cc1ccc(CNC(=O)Nc2ccccc2)c(C)c1	0
Cc1cc(C)c2[nH]c(=O)c(CN(Cc3cccnc3)C(=S)NCCCN(C)C)cc2c1	1
O=C(CCN1C(=O)/C(=C/c2ccccc2Cl)SC1=S)NCCc1ccc(O)cc1	6

At a glance, part of the list above.
Compound | MPTP inh | Gli-Sufu block | EBI2 block | APOBEC3A inh | CCR6 antag | CXCR6 block | APOBEC3G inh | NR3A LBD binder
CCOc1ccccc1N(C(=O)c1snc(C(N)=O)c1N)C(C(=O)NC1CCCC1)c1cccs1 (centres undefined) | 3.1 | 1 | 11 | -3 | 13 | 0 | -7 | -2
CCOc1ccc2c(c1)[nH]c(=S)n2C | -0.8 | 6 | -1 | -9 | -9 | -15 | 35 | 0
